From PubChem
p-CIP stab down: lowers stability of the mouse p/CIP coactivator protein. decrease of EGFP signal, % at 10 µM. Q05BA5. F442A p/CIP-EGFP cells, EGFP fluorescence, 16 h. actives 0.01% (n = 290,000);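 active means EGFP signal decrease of at least 30% at 10 µM or well 3 SD below plate mean, unless failing retest; inactive means the rest, including hits failing retest or dose response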; further: some compounds called inactive have numbers as strong as hits; many of its hits are not listed in these tables
Target sequence (Q05BA5 1-1403): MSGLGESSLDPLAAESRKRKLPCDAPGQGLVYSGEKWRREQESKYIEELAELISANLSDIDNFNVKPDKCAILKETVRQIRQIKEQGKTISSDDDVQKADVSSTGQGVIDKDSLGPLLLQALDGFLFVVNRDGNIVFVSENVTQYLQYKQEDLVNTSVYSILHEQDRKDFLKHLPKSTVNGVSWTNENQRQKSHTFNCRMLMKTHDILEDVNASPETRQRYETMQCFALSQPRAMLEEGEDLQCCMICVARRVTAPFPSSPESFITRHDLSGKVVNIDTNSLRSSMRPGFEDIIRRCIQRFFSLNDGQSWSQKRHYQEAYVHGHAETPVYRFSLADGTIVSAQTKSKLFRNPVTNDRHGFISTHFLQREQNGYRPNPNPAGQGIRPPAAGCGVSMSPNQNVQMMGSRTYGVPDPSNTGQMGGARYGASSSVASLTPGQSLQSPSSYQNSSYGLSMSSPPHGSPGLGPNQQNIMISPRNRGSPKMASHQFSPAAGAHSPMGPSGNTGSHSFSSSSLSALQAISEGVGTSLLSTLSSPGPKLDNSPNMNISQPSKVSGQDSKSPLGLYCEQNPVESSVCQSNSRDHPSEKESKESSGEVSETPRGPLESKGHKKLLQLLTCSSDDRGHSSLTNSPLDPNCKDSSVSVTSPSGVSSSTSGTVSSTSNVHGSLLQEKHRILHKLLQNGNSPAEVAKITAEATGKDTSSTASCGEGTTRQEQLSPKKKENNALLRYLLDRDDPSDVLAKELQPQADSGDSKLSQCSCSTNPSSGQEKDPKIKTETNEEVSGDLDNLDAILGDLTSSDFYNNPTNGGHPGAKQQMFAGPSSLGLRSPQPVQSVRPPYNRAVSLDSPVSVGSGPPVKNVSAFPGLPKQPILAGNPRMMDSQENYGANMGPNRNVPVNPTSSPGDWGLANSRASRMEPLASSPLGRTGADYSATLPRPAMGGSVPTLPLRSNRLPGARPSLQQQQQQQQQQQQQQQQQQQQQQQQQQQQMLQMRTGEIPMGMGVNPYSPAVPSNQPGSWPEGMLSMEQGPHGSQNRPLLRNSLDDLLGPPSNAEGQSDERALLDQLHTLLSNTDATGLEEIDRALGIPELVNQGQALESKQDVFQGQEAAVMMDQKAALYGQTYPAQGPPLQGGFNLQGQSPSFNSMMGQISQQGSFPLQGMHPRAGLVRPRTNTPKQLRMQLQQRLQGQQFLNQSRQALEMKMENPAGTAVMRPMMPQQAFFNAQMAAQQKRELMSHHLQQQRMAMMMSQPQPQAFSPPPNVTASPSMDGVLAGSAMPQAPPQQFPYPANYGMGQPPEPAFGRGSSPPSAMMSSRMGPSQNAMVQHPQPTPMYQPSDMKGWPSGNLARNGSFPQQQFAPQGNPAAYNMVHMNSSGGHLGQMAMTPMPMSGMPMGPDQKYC
PfM18AAP inh: PfM18AAP enzyme inhibition | recombinant PfM18AAP, H-Glu-NHMec fluorogenic cleavage | inhibition, % at 7.35 µM | actives 1.2% (n = 290,000) | AID 1822;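 active means inhibition above the campaign mean inhibition over all tested compounds plus 3 SD, cut at about 28% in these data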;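 further: 0% = plate median of test compound wells and 100% = 2 mM ZnCl2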
UBC9 SUMO inh: blocks human SUMOylation mediated by UBC9; P63279; HTRF SUMOylation assay, SAE1/SAE2 + UBC9, in vitro; inhibition, % at 35 µM; actives 0.36% (n = 290,000); AID 2006; in the data active means inhibition above about 50%, passing the limit was not always enough; further: strong numbers were not always called active
IDE act: IDE (human) activation, cell-based. P14735. HEK cells, FAbeta-B cleavage, fluorescence polarization; 0% vehicle, 100% cell-free pure enzyme wells. activation, % at 5.96 µM. actives 0.073% (n = 340,000). AID 493087;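 active means activation above the mean of all tested compounds plus 3 SD, set per screening campaign, cut at about 17% in these data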
HCV NS3 hel inh: HCV NS3 helicase inhibition; NS3 helicase DNA unwinding, Cy5 molecular beacon fluorescence; actives 0.56% (n = 290,000); inhibition, % at 10.9 µM; AID 1800;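 active means inhibition above the mean of all tested compounds plus 3 SD, set per campaign, cut at about 35% in these data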;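 further: 0% = DMSO wells and 100% = thioflavine S control wells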
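test system = hepatitis C virus NS3 helicase domain fragment enzyme | reagent = annealed dual-labelled DNA beacon duplex, ATP-started | times = 1 h at 25 °C | detection = Cy5 fluorescence, 0 and 60 min reads | read-out basis = percent inhibition from t60/t0 fluorescence ratio | control set = DMSO and thioflavine S | replication = one well per compound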
VIM-2 inh: inhibitors of Pseudomonas aeruginosa VIM-2 metallo-beta-lactamase; actives 0.89% (n = 290,000); purified VIM-2, nitrocefin hydrolysis, epi-absorbance fluorescence; inhibition, % at 5.6 µM;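 active means inhibition above the mean of all tested compounds plus 3 SD, cutoff set per screening run, cut at about 7.5% in these data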;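 further: red hydrolysis product quenches plate fluorescence so inhibitors raise well fluorescence; 0% = enzyme with DMSO and 100% = DMSO without enzyme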
FID counter: displaces DNA intercalator in HCV helicase counter-screen; DNA fluorescent intercalator displacement, fluorescence; inhibition, % at 7.9 µM; actives 0.17% (n = 290,000); AID 1845; in the data active means inhibition above about 37%;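 further: 0% = vehicle and 100% = reference compound; higher means more ethidium bromide displaced from hairpin DNA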
IDE inh: inhibits human insulin-degrading enzyme in HEK cells; FAbetaB cleavage, fluorescence polarization; inhibition, % at 5.59 µM; actives 0.41% (n = 320,000); P14735;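 active means percent inhibition above the average of all tested compounds plus 3 SD, set per screening campaign, cut at about 16% in these data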;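 further: IDE supplied by intact live HEK cells; FP after avidin binding of uncleaved biotin substrate so inhibition keeps polarization high; 0% = DMSO wells and 100% = 60 µM reference IDE inhibitor Ii1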
IMP-1 inh: blocks Pseudomonas aeruginosa IMP-1 metallo-beta-lactamase; purified IMP-1, nitrocefin hydrolysis, epi-absorbance fluorescence; actives 0.45% (n = 290,000); inhibition, % at 5.6 µM;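 active means inhibition above the mean plus 3 SD of all compounds in the same screening run, cut at about 4.5% in these data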;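 further: 0% = IMP-1 with DMSO and 100% = DMSO wells lacking enzyme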
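System – purified recombinant IMP-1 beta-lactamase · Input – IMP-1 dispensed at 0.2 nM · Timing – 15 min preincubation plus 25 min reaction at 25 °C · Signal – Epi-absorbance fluorescence, 480 nm excitation, 530 nm emission · Measure – percent IMP-1 inhibition derived from blank-referenced optical density · Controls – Enzyme-plus-DMSO low control, enzyme-free DMSO high control · Replication – singlicate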
Numbers without * were called inactive.

For O=C(O)C1CCCCC1C(=O)NCCCN1CCCC1=O (stereo unspecified) the results were p-CIP stab down -62, PfM18AAP inh -8, UBC9 SUMO inh -1, IDE act -4, HCV NS3 hel inh -1, VIM-2 inh -1.4, FID counter -2, IDE inh 0 and IMP-1 inh -1.2.
For COc1ccc(NC2CCCN(C(=O)c3ccc(C)nc3)C2)cc1 (stereo unspecified) the results were p-CIP stab down -3, PfM18AAP inh 5, UBC9 SUMO inh 6, IDE act 4, HCV NS3 hel inh -1, VIM-2 inh -5.5, FID counter -10, IDE inh 2 and IMP-1 inh -2.9.
Cc1nc2ccc(NC(=O)c3ccc([N+](=O)[O-])cc3)cc2s1 was read as p-CIP stab down -8, PfM18AAP inh 7, UBC9 SUMO inh 5, IDE act -1, HCV NS3 hel inh 8, VIM-2 inh -1.8, FID counter 6, IDE inh 3 and IMP-1 inh -2.4.
O=C1C2C(c3cccc(/C=C/c4ccccc4)c3)CC=CC2C(c2ccc(C(F)(F)F)cc2)N1Cc1ccccc1 (stereo unspecified) was read as p-CIP stab down -2, UBC9 SUMO inh -1, IDE act -1 and IDE inh 6.
For CC(NC(=O)C1CCC(C(C)(C)C)CC1)C(c1ccccc1)N1CCOCC1 (stereo unspecified) the results were p-CIP stab down -12, PfM18AAP inh 3, UBC9 SUMO inh 4, IDE act 2, HCV NS3 hel inh 3, VIM-2 inh -0.8, FID counter -19, IDE inh 1 and IMP-1 inh -0.2.
Screening CC(C)(C#N)c1cc(Cn2cncn2)cc(C(C)(C)C#N)c1 returned p-CIP stab down -4, PfM18AAP inh -3, UBC9 SUMO inh 8, HCV NS3 hel inh -5, VIM-2 inh 0.3, FID counter -5, IDE inh 4 and IMP-1 inh 1.3.
For O=C(OC(C(=O)NCc1ccccc1)c1ccccc1)c1ccco1 (stereo unspecified) the results were p-CIP stab down -3, PfM18AAP inh 2, UBC9 SUMO inh -5, IDE act 1, HCV NS3 hel inh 6, VIM-2 inh -2.6, FID counter -12, IDE inh 2 and IMP-1 inh -1.4.
Screening CCOC(=O)c1c(-c2ccccc2)cn2c(C)cc(C)nc12 returned p-CIP stab down -2, PfM18AAP inh -7, UBC9 SUMO inh 44, IDE act 1, HCV NS3 hel inh -8, VIM-2 inh -0.7, FID counter -15, IDE inh -6 and IMP-1 inh -2.2.
For COc1ccc(OCc2n[nH]c(=S)n2-c2ccc(C)cc2)cc1 the results were p-CIP stab down -10, PfM18AAP inh 13, UBC9 SUMO inh 3, IDE act -3, HCV NS3 hel inh -1, VIM-2 inh -5.4, FID counter -19, IDE inh -3 and IMP-1 inh -2.2.
C=CCn1c(SCC(=O)Nc2sccc2C(N)=O)nc2sc(C)c(C)c2c1=O was read as PfM18AAP inh 0, IDE act 4, HCV NS3 hel inh -5, VIM-2 inh -1.2, FID counter -3, IDE inh -3 and IMP-1 inh -0.1.
Screening O=C(c1cccc(F)c1)N1CCN(C(=O)C2CC2)CC1 returned p-CIP stab down 1, PfM18AAP inh -3, UBC9 SUMO inh 5, IDE act -1, HCV NS3 hel inh 9, VIM-2 inh -2.2, FID counter 0, IDE inh 1 and IMP-1 inh -5.3.
For Cc1ccc(NC(=O)C2C3C=CC4(O3)C2C(=O)N(CCCN2CCCCC2)C4C(=O)NC2CCCCC2)cc1C (stereo unspecified) the results were p-CIP stab down 3, PfM18AAP inh -3, UBC9 SUMO inh -3, IDE act 2, HCV NS3 hel inh -6, VIM-2 inh 0.5, FID counter 3, IDE inh 4 and IMP-1 inh -0.9.
`Cc1ccc(-c2nnc(COC(=O)c3ccco3)o2)cc1` gave p-CIP stab down -10, PfM18AAP inh 8, UBC9 SUMO inh 3, IDE act 0, HCV NS3 hel inh 1, VIM-2 inh -4.0, FID counter -17, IDE inh 2 and IMP-1 inh -3.8.
For COc1ccc(Cl)cc1-c1nc(-c2ccc(Br)o2)no1 the results were p-CIP stab down -13, PfM18AAP inh 0, UBC9 SUMO inh 17, IDE act -2, HCV NS3 hel inh 27, VIM-2 inh 1.5, FID counter -9, IDE inh -1 and IMP-1 inh -4.2.
COc1ccccc1C(=O)Nc1cc2cc(Br)ccc2oc1=O was read as p-CIP stab down -12, PfM18AAP inh 0, UBC9 SUMO inh -27, IDE act 2, HCV NS3 hel inh -4, VIM-2 inh -1.1, FID counter -3, IDE inh 6 and IMP-1 inh 1.2.
CSc1nnc(C2CCN(CC(=O)Nc3ccccc3N3CCOCC3)CC2)n1C(C)C was read as p-CIP stab down -13, PfM18AAP inh 0, UBC9 SUMO inh 12, IDE act 3, HCV NS3 hel inh -7, VIM-2 inh -0.8, FID counter -43, IDE inh -6 and IMP-1 inh -3.6.
`COCCN1CCN(C(=O)c2ccc3oc(CCCc4ccccc4)nc3c2)CC1` gave p-CIP stab down 2, PfM18AAP inh 1, UBC9 SUMO inh 0, IDE act -1, HCV NS3 hel inh -4, VIM-2 inh -0.2, FID counter -24, IDE inh 6 and IMP-1 inh -4.1.
`COc1cccc(C2NC(CCSC)(C(=O)O)C3C(=O)N(C(C)C)C(=O)C23)c1O` (stereo unspecified) gave p-CIP stab down -23, PfM18AAP inh 4, UBC9 SUMO inh 15, IDE act 5, HCV NS3 hel inh -3, VIM-2 inh -5.4, FID counter -1, IDE inh 0 and IMP-1 inh -5.5.
`O=c1c2c(-c3ccccc3)csc2nc2n1CCC2` gave p-CIP stab down 6, PfM18AAP inh 9, UBC9 SUMO inh -20, IDE act 0, HCV NS3 hel inh -9, VIM-2 inh -2.0, FID counter 0, IDE inh 1 and IMP-1 inh -3.1.
`Cc1cc(CCN2CCC(=O)NC2=S)ccc1OC(C)C` gave p-CIP stab down -16, PfM18AAP inh -5, UBC9 SUMO inh 4, IDE act 1, HCV NS3 hel inh 4, VIM-2 inh -2.9, FID counter -14, IDE inh 2 and IMP-1 inh -5.5.
Screening CCOC(=O)c1ccc(CNC(=O)Cn2nnc(-c3cccc(C)c3)n2)o1 returned p-CIP stab down -8, PfM18AAP inh -3, UBC9 SUMO inh 4, IDE act -1, HCV NS3 hel inh 6, VIM-2 inh -1.5, FID counter -25, IDE inh 0 and IMP-1 inh -1.7.
`O=c1[nH]nc(-c2ccc(F)cc2)cc1Cc1ccccc1` gave p-CIP stab down -7, PfM18AAP inh 2, UBC9 SUMO inh 9, IDE act 8, HCV NS3 hel inh -1, VIM-2 inh -4.3, FID counter -16, IDE inh 1 and IMP-1 inh -3.9.
`CCCCn1c(CN2CCN(C(=O)OCC)CC2)nc2c1c(=O)n(C)c(=O)n2C` gave p-CIP stab down 11, PfM18AAP inh 5, UBC9 SUMO inh 1, IDE act 5, HCV NS3 hel inh -9, VIM-2 inh -1.2, FID counter -21, IDE inh 3 and IMP-1 inh -4.0.
`Cc1ccc(S(=O)(=O)N2CCC(=O)N(C(COCc3ccc(Cl)cc3)Cc3ccccc3)CC2)cc1` (stereo unspecified) gave p-CIP stab down -2, PfM18AAP inh -11, UBC9 SUMO inh -13, IDE act 3, HCV NS3 hel inh -9, VIM-2 inh -3.8, FID counter -14, IDE inh -9 and IMP-1 inh -4.2.
CC(=C/c1ccc(C(C)C)cc1)/C=N/NC(=O)c1ccncc1 was read as p-CIP stab down -4, PfM18AAP inh -6, UBC9 SUMO inh 17, IDE act 0, HCV NS3 hel inh 7, VIM-2 inh -2.9, FID counter -8, IDE inh 7 and IMP-1 inh -3.1.
For O=C(c1ccco1)N1CCCN(Cc2nc(-c3cccs3)no2)CC1 the results were p-CIP stab down -18, PfM18AAP inh -8, UBC9 SUMO inh 6, IDE act 6, HCV NS3 hel inh 1, VIM-2 inh -2.0, FID counter -14, IDE inh 4 and IMP-1 inh 0.0.
O=C(CC1C(=O)NCCN1Cc1cccc(Oc2ccccc2)c1)NCCc1ccncc1 (stereo unspecified) was read as p-CIP stab down -4, PfM18AAP inh -3, UBC9 SUMO inh 9, IDE act 1, HCV NS3 hel inh 8, VIM-2 inh -1.8, FID counter -18, IDE inh -2 and IMP-1 inh -2.1.
Screening COc1ccccc1OC(C)C(=O)Nc1nc(-c2ccc(S(=O)(=O)N3CCOCC3)cc2)cs1 (stereo unspecified) returned p-CIP stab down 7, PfM18AAP inh -9, UBC9 SUMO inh -77, IDE act -1, HCV NS3 hel inh -27, VIM-2 inh 2.1, FID counter -17, IDE inh -1 and IMP-1 inh -2.6.
For CCOc1ccc(Br)cc1/C=N/O the results were p-CIP stab down -2, PfM18AAP inh -5, UBC9 SUMO inh -8, IDE act -1, HCV NS3 hel inh -1, VIM-2 inh 2.0, FID counter -1, IDE inh -2 and IMP-1 inh -0.5.
CCC(CC)c1nnc(NC(=O)CCc2ccccc2OC)s1 was read as p-CIP stab down -10, PfM18AAP inh -1, UBC9 SUMO inh 8, IDE act 0, HCV NS3 hel inh -7, VIM-2 inh -0.4, FID counter -26, IDE inh 1 and IMP-1 inh -2.5.
Screening S=c1[nH]nc(-c2ccc3ccccc3n2)n1Cc1ccccc1 returned p-CIP stab down 3, PfM18AAP inh 5, UBC9 SUMO inh 1, IDE act 2, HCV NS3 hel inh -6, VIM-2 inh -4.3, FID counter -9, IDE inh -4 and IMP-1 inh -2.7.
For Cc1cnc(C(=O)OCC(=O)NC(=O)NC(C)C)cn1 the results were p-CIP stab down -1, PfM18AAP inh 4, UBC9 SUMO inh 9, IDE act -4, HCV NS3 hel inh 2, VIM-2 inh -1.1, FID counter -1, IDE inh 6 and IMP-1 inh -1.8.
Screening CCN1CCN(C(c2cccs2)C(C)NS(=O)(=O)c2ccc(Br)cc2)CC1 (stereo unspecified) returned p-CIP stab down -8, PfM18AAP inh 2, UBC9 SUMO inh 5, IDE act 2, HCV NS3 hel inh -11, VIM-2 inh 0.1, FID counter 16, IDE inh -1 and IMP-1 inh -2.9.
Screening COc1ccc(C(=O)N2CCN(CCNC(=O)C(=O)Nc3ccc(F)cc3)CC2)cc1 returned p-CIP stab down 5, PfM18AAP inh -2, UBC9 SUMO inh -2, IDE act -2, HCV NS3 hel inh 6, VIM-2 inh -0.3, FID counter -32, IDE inh -3 and IMP-1 inh 0.8.
Screening CC(SCc1ccccc1)C(=O)Nc1ccccc1 (stereo unspecified) returned p-CIP stab down -6, PfM18AAP inh -1, UBC9 SUMO inh 7, IDE act 3, HCV NS3 hel inh -5, VIM-2 inh -1.3, FID counter -4, IDE inh -1 and IMP-1 inh -2.5.
For COCCOC(=O)C1=C(C)NC2=C(C(=O)CCC2)C1c1ccc2c(c1)OCO2 (stereo unspecified) the results were p-CIP stab down 2, PfM18AAP inh 3, UBC9 SUMO inh 14, IDE act 6, HCV NS3 hel inh 12, VIM-2 inh -2.5, FID counter -13, IDE inh -4 and IMP-1 inh -5.0.
